Rpn11 block = blocks the human proteasome subunit Rpn11; O00487; human 26S proteasome, Ub4-pepOG fluorescence polarization; 20S core pre-blocked with epoxomicin; calls only at 20 µM; 360,000 tested, 0.59% active; AID 588493;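 active = inhibition at 20 µM, scaled to each plate's controls, above about 33%, limit read from the data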
Neddylation inh = blocks human cullin neddylation; P61081+Q13564; TR-FRET cullin neddylation, biochemical; calls only at 25 µM; 360,000 tested, 0.58% active; AID 651699; in the data active = inhibition above about 36%
NadD inh = blocks S. aureus nicotinate mononucleotide adenylyltransferase; purified NadD enzyme, colorimetric absorbance read-out; inhibition, % at 20 µM; 360,000 tested, 0.78% active; AID 602399; in the data active = inhibition above about 26%; note: some compounds past the cut are filed as inactive
SKN-1 inh = blocks SKN-1 activity in C. elegans; C. elegans VP596 Pgst-4::GFP/RFP ratio, acrylamide-induced, 24 h; inhibition, % at 21.8 µM; 360,000 tested, 0.49% active;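 active = interference check ratio from 0.5 to 1.5 plus GFP to RFP signal ratio inhibition reaching or exceeding a fixed threshold, cut at about 30% in these data, passing the limit was not always enough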; note: some compounds called inactive have numbers as strong as hits
MT1-MMP act inh = blocks activation of human MT1-MMP; P50281; HT1080 RFP-PRO-GFP cells, GFP/RFP ratio fluorescence, overnight; percent of plate control window, DMSO zero; 360,000 tested, 0.061% active; GFP/RFP ratio change, % at 20 µM; AID 651647;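 active = GFP/RFP ratio change of at least 30% with cell ATP level not reduced by more than half and red fluorescence within 50% of control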; note: strong numbers were not always called active
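Assay system – RFP-PRO-GFP reporter HT1080 cells · Compound dosing – single dose of 20 µM compound, 1% DMSO final · Incubation – overnight compound exposure at 37 °C · Measure – GFP/RFP fluorescence ratio · Benchmarks – DMSO wells and RFP-L50D-GFP cells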
FAS-TE inh = FAS thioesterase (human) inhibition | P49327 | recombinant FAS-TE, OMFH fluorogenic substrate, fluorescence endpoint | inhibition, % at 15 µM | 360,000 tested, 0.67% active;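 active = compounds whose normalised, plate-corrected inhibition of enzyme fluorescence in the single-dose primary screen is 50% or more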;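 note: 0% = DMSO with enzyme and 100% = substrate without enzyme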
Rin1-Abl PPI inh = human Rin1-Abl interaction inhibition | P00519+Q13671 | TR-FRET Rin1/Abl binding, biochemical | inhibition, % at 7.35 µM | 360,000 tested, 0.4% active | AID 588664; in the data active = inhibition above about 5%, passing the limit was not always enough
MLLE-PAM2 inh = inhibitors of microRNA-mediated deadenylation, human PABP1 MLLE binding; P11940; GST-MLLE / FITC-PAM2 fluorescence polarization; inhibition, % at 20 µM; 360,000 tested, 0.36% active; in the data active = inhibition above about 35%, passing the limit was not always enough;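 note: plate controls were DMSO wells with GST-MLLE for no effect and wells lacking GST-MLLE protein for full effect; some results filed as inactive read as strong as hits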
CSN deneddyl inh = inhibitors of human CSN-mediated cullin deneddylation; Q92905; Purified CSN, SCF-Nedd8-OG deneddylation, fluorescence polarization; inhibition, % at 12.5 µM; 360,000 tested, 0.38% active; AID 651999;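 active = pattern-corrected inhibition above about 35%, with an unprinted fluorescence ratio check between 0.5 and 1.5, limit read from the data, passing the limit was not always enough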;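 note: 0% = enzyme with substrate and 100% = substrate without enzyme; some results filed as inactive read as strong as hits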
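Assay system: purified human Csn5 enzyme expressed in HEK293T cells; measure: % inhibition; also added: SCFSkp2-Nedd8OG substrate at 10 nM final; technique: fluorescence polarization; times: reaction 90 min, room temperature; medium: Tris buffer pH 7.5, NaCl, DTT, Tween-20, trehalose, ovalbumin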
* hit, by the source's call; i = inactive; . = not tested or not shown; + = active, no number.

| smiles | Rpn11 block | Neddylation inh | NadD inh | SKN-1 inh | MT1-MMP act inh | FAS-TE inh | Rin1-Abl PPI inh | MLLE-PAM2 inh | CSN deneddyl inh |
| --- | --- | --- | --- | --- | --- | --- | --- | --- | --- |
| Cc1ccc(S(=O)(=O)c2nc(-c3ccccc3)oc2SCC(=O)NCC2CCCO2)cc1 (stereo not drawn) | i | i | -1 | 11 | -1 | 6 | 3 | -153 | 3 |
| COc1cc(C2NC(=O)NC(c3ccccc3)=C2C(C)=O)c(Br)c(Br)c1O (stereo not drawn) | i | i | -3 | -8 | -1 | -4 | 0 | 4 | 2 |
| O=C(NCc1cccnc1)c1ccc2sc([C@@H]3O[C@H](CO)[C@H](O)[C@H](O)[C@H]3O)nc2c1 | i | i | -2 | -3 | 0 | -13 | -1 | -6 | -2 |
| COc1cc2c(cc1OC)C(C)N(CC(=O)Nc1ccc(S(=O)(=O)N3CCCC3)cc1)CC2 (stereo not drawn) | + | . | 0 | -5 | 0 | -5 | -4 | -17 | 6 |
| CCOc1ccc(C(=S)N2CCCC2)cc1OC | i | i | -3 | -9 | 2 | -9 | 6 | -4 | 11 |
| COc1ccc(NC(=O)C[C@H]2C(=O)N(c3ccccc3)C[C@@H]2C)cc1 | i | i | -9 | -5 | 0 | -8 | 3 | -4 | -1 |
| Cc1cc(N)nc(C)c1C#N | i | i | -4 | -3 | 0 | -9 | 3 | 17 | -2 |
| Cc1ccc(C(=O)N/N=C2\CCSC2)cc1[N+](=O)[O-] | i | i | 2 | 3 | 0 | 0 | -4 | 4 | -1 |
| CCCCN1C(=O)C2C3C=CC(C2C1=O)C1C2C(=O)N(CCCC)C(=O)C2C31 (stereo not drawn) | i | i | -3 | 12 | 2 | -8 | 2 | 4 | -4 |
| N=C1/C(=C\c2ccc(SCc3ccccc3)o2)C(=O)N=C2SC=NN12 | i | i | 8 | -9 | -5 | -3 | 3 | -21 | 3 |
| CCN(CC)C(=O)n1c(Cc2ccccc2)nc2ccccc21 | i | i | -5 | -7 | 0 | -3 | -3 | -4 | 5 |
| COC(=O)c1cc(=O)n(Cc2cccs2)c(=Nc2ccc(F)cc2)s1 | i | i | -8 | -1 | -4 | 1 | -2 | -12 | 6 |
| CC(C#N)(Cc1ccccc1)Nc1ccccc1 (stereo not drawn) | i | i | 0 | 0 | 2 | -1 | 2 | -4 | -1 |
| COc1ccc(CC(=O)N[C@@H]2c3cc(OC)c(OC)cc3C[C@H]2OCc2ccccc2)cc1 | i | i | -5 | 5 | 6 | 1 | 0 | -6 | -4 |
| CCN(CC(=O)Nc1ccc(NC(C)=O)cc1)C(=O)c1ccc(N2CCC(C)CC2)c([N+](=O)[O-])c1 | i | i | -5 | -6 | 8 | -3 | -3 | 6 | -5 |
| O=C(Nc1cc(C(=O)N2CCCC2)ccc1N1CCCC1)C1CC1 | i | i | 0 | -10 | -7 | -6 | -2 | 10 | 3 |
| CCSc1ncc(/C=N/Nc2ccccc2)n1C | i | i | 0 | 45* | 4 | 4 | 1 | -3 | 1 |
| COc1ccc(C2NC(=O)CCC2[N+](=O)[O-])cc1 (stereo not drawn) | i | i | 1 | 8 | -2 | -3 | 7 | -6 | -1 |
| O=[N+]([O-])c1ccc(O)c(C2=NNC(c3ccccc3F)C2)c1 (stereo not drawn) | i | i | 8 | 13 | -5 | 18 | 0 | -14 | -3 |
| Cn1c(=O)c(=O)n(C)c2cc(S(=O)(=O)N3CCCCCC3)ccc21 | i | i | 0 | 3 | 3 | -7 | -3 | 9 | -1 |
| Cc1cccc(C(=O)NC(=S)N2CCc3ccccc3C2)c1 | i | i | 0 | 5 | 3 | 10 | 0 | -32 | -7 |
| COc1ccccc1N1CCN(C(=O)c2cc(-c3ccc(C)cc3)on2)CC1 | i | i | 2 | 14 | 5 | 36 | -2 | 6 | 6 |
| Cc1ccc(CSCCNC(=O)CSCc2ccc([N+](=O)[O-])cc2)cc1 | i | i | -10 | 12 | 2 | 31 | 0 | 19 | -2 |
| COc1ccccc1OCc1nc2ccccc2s1 | i | i | 1 | 8 | -3 | -1 | 3 | 3 | -4 |
| O=C(COc1ccc(-c2nnco2)cc1)N1CCOCC1 | i | i | 3 | 2 | -8 | -7 | 3 | -2 | -3 |
| O=[N+]([O-])c1ccccc1N=Nc1ccc(O)cc1 | i | i | -2 | 10 | -1 | 3 | 0 | -5 | 2 |
| COc1ccc(OCCN(C)Cc2c(O)ccc3ccccc23)cc1 | i | i | 0 | 16 | -1 | 8 | -2 | 26 | 1 |
| CCCC1Cc2c(sc(N)c2C#N)CO1 (stereo not drawn) | i | i | -12 | 13 | -6 | -4 | -1 | -15 | -1 |

Rpn11 block: entries above that show a hit
SMILES | Rpn11 block | Neddylation inh | NadD inh | SKN-1 inh | MT1-MMP act inh | Rin1-Abl PPI inh | MLLE-PAM2 inh | CSN deneddyl inh
COc1cc2c(cc1OC)C(C)N(CC(=O)Nc1ccc(S(=O)(=O)N3CCCC3)cc1)CC2 (stereo not drawn) | + | . | 0 | -5 | 0 | -4 | -17 | 6

Complete entries, looked up by structure.
Cc1cc(N)nc(C)c1C#N as listed: Rpn11 block = i; Neddylation inh = i; NadD inh = -4; SKN-1 inh = -3; MT1-MMP act inh = 0; FAS-TE inh = -9; Rin1-Abl PPI inh = 3; MLLE-PAM2 inh = 17; CSN deneddyl inh = -2
COc1ccc(NC(=O)C[C@H]2C(=O)N(c3ccccc3)C[C@@H]2C)cc1 as listed: Rpn11 block = i; Neddylation inh = i; NadD inh = -9; SKN-1 inh = -5; MT1-MMP act inh = 0; FAS-TE inh = -8; Rin1-Abl PPI inh = 3; MLLE-PAM2 inh = -4; CSN deneddyl inh = -1

Some entries already given, showing only MLLE-PAM2 inh and FAS-TE inh:
SMILES	MLLE-PAM2 inh	FAS-TE inh
COc1ccc(OCCN(C)Cc2c(O)ccc3ccccc23)cc1	26	8
COc1cc(C2NC(=O)NC(c3ccccc3)=C2C(C)=O)c(Br)c(Br)c1O (stereo not drawn)	4	-4
Cc1cc(N)nc(C)c1C#N	17	-9
Cc1ccc(S(=O)(=O)c2nc(-c3ccccc3)oc2SCC(=O)NCC2CCCO2)cc1 (stereo not drawn)	-153	6

Three entries from above, ordered by the value under CSN deneddyl inh, high to low:
structure | CSN deneddyl inh
COc1ccccc1N1CCN(C(=O)c2cc(-c3ccc(C)cc3)on2)CC1 | 6
CC(C#N)(Cc1ccccc1)Nc1ccccc1 (stereo not drawn) | -1
O=C(NCc1cccnc1)c1ccc2sc([C@@H]3O[C@H](CO)[C@H](O)[C@H](O)[C@H]3O)nc2c1 | -2

Not a hit list. About 3.9% of those tested had a hit in this group.
